APEX1 inh – blocks human APE1 abasic DNA cleavage; P27695; recombinant APE1, TAMRA/BHQ-2 abasic DNA cleavage fluorescence; Potency, µM (series often up to 65.8 µM), for the others: at the highest dose activity change, negative = inhibition, hits mostly inhibitors; 0.35% of 350,000 active; AID 2517;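 further: plate controls were vehicle for no effect and reference inhibitor for full effect; nearly all actives have a fitted effect of over 55% in size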
Target sequence (P27695 whole entry, looked up): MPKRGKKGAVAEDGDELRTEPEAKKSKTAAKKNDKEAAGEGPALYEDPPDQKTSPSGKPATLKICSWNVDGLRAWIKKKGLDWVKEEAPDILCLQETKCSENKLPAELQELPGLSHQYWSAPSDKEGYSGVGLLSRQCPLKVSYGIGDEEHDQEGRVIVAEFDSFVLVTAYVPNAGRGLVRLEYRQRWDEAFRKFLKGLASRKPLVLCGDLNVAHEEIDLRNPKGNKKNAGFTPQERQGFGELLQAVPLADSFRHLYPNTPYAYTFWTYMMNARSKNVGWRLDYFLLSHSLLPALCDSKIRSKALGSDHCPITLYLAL
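APE1 at 0.75 nM final was preincubated with compound 15 min at room temperature, then 50 nM double-stranded THF abasic-site substrate (5'-TAMRA/3'-BHQ-2) was added. Fluorescence (ex 525/em 598 nm) was read kinetically; third-minus-first read gave activity.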
JMJD2A Tudor – blocks the human JMJD2A Tudor domain; O75164; AlphaScreen JMJD2A-Tudor / H3K4me3 peptide binding; Potency, µM (doses to about 114 µM), inactives show top-dose activity change, negative = inhibition, actives largely listed as inhibitors; 4.4% of 390,000 active; further: on the % scale 0 is the no-effect control and ±100 the full control effect; nearly all actives have a fitted effect of over 50% in size
Pol iota inh – inhibitors of human DNA polymerase iota | 1% of 390,000 active | Potency, µM (top dose mostly 115 µM), inactives show at the highest dose activity, negative = inhibition, usual class: inhibitors | Q9UNA4 | Pol iota fluorescent replication assay, 10 min
Target sequence (Q9UNA4 whole entry, looked up): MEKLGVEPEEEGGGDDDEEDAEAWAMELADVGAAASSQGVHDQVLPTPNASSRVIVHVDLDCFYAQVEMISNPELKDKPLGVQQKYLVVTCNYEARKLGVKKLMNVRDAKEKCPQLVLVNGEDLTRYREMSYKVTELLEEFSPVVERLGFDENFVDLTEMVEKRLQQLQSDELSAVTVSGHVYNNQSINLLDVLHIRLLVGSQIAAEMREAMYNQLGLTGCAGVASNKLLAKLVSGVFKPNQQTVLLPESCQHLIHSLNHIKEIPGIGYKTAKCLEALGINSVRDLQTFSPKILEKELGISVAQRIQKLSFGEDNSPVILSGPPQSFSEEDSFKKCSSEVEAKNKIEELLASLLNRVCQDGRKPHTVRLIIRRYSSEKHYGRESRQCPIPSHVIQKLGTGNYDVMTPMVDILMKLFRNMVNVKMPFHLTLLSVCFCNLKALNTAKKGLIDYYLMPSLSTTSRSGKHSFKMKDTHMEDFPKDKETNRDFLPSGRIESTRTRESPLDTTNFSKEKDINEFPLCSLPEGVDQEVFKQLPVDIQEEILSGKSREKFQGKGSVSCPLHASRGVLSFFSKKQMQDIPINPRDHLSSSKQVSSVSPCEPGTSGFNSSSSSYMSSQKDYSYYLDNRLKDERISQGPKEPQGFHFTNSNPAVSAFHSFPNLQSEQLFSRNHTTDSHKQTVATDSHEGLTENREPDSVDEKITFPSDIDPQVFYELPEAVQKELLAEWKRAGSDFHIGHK
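Pol iota at 10 nM preincubated 15 min with compounds at room temperature; reaction started with fluorescent substrate, 50 nM final. Fluorescence read kinetically at 0 and 10 min; buffer-only wells as negative control.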
G9a inh – blocks human histone lysine methyltransferase G9a | Q96KQ7 | G9a H3K9 monomethylation, AlphaScreen, 2 h | Potency, µM (highest dose often 102 µM), without a hit: at the top dose activity, negative = inhibition, most hits filed as inhibitors | 8.8% of 350,000 active | AID 504332; further: on the % scale 0 is the no-effect control and ±100 the full control effect; nearly all actives have a fitted effect of over 75% in size
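Compounds were preincubated with 20 nM G9a for 15 min, after which biotinylated H3K9 peptide (500 nM) and SAM (20 uM) started a 2 h room-temperature reaction. Monomethylated product was quantified by antibody-based AlphaScreen chemiluminescence.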
BLM inh – Bloom syndrome helicase (human) inhibition; AID 2528; P54132; recombinant BLM DNA unwinding, fluorescence dequenching; Potency, µM (top dose mostly 56.1 µM), for inactives: top-dose activity change, negative = inhibition, usual class: inhibitors; 0.2% of 350,000 active;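 further: plate controls were vehicle for no effect and no enzyme for full effect; nearly all actives have a fitted effect of over 35% in size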
Pol beta inh – inhibitors of human DNA polymerase beta. P06746. Pol beta primer extension/strand displacement, fluorescence kinetic. Potency, µM (top dose mostly 114 µM), for inactives: at the top dose activity change, negative = inhibition, usual class: inhibitors. 1.3% of 340,000 active. AID 485314; further: on the % scale 0 is the no-effect control and ±100 the full control effect
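Preincubation: enzyme (10 nM) with compound, 15 min, RT. Reaction: substrate added to 50 nM final. Reads: 0 and 10 min. Analysis: normalized, Hill fit.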
BAZ2B block – inhibitors of human BAZ2B bromodomain; 4.4% of 360,000 active; Potency, µM (top dose mostly 114 µM), for the others: at the highest dose activity change, negative = inhibition, hits mostly inhibitors; AID 504333; AlphaScreen BAZ2B-H3K14Ac peptide displacement; Q9UIF8; further: on the % scale 0 is the no-effect control and ±100 the full control effect; nearly all actives have a fitted effect of over 60% in size
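Compounds, titrated to a top concentration of 110 uM, were incubated 30 min at room temperature with preformed BAZ2B/acetyl-K14 H3 peptide complex (50 nM each). Proximity signal was measured by AlphaScreen after 20 min with beads.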
POLK inh – blocks human DNA polymerase kappa activity; 0.53% of 400,000 active; Q9UBT6; purified Pol kappa, fluorescent DNA synthesis assay, 10 min; Potency, µM (highest dose often 107 µM), inactives show top-dose activity, negative = inhibition, hits mostly inhibitors; further: on the % scale 0 is the no-effect control and ±100 the full control effect
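Kinetic fluorescence screen: compound preincubated 15 min RT with 10 nM enzyme; 50 nM substrate (final) initiates; reads at 0/10 min.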
POLH inh – blocks human DNA polymerase eta activity; 1.2% of 390,000 active; Potency, µM (highest dose often 114 µM), for the others: at the highest dose activity change, negative = inhibition, hits mostly inhibitors; recombinant Pol eta, fluorescent DNA replication assay; AID 588591; Q9Y253; further: on the % scale 0 is the no-effect control and ±100 the full control effect
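Pol eta at 10 nM preincubated with compounds 15 min at room temperature; reaction started with fluorescent substrate (50 nM final) and read kinetically at 0 and 10 min.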
Numbers without * were called inactive; ? = inconclusive; . = not tested or not shown; & = joins results of further samples; ! = not confirmed by another sample; [ ] = dose if it differs, or a comment. The call rests on the fitted dose curve; in most records, active means well fitted curve in the direction sought with a large enough effect; inconclusive means small, poorly fitted or top-dose-only effect, or another doubt; inactive means no such curve, though single readings can be large; an effect the other way counts as inactive or inconclusive. Potency means the concentration at half of the fitted maximal effect. Only part of the results is shown; count on the stated rates, not on these rows.

Keys – A = APEX1 inh; B = JMJD2A Tudor; C = Pol iota inh; D = G9a inh; E = BLM inh; F = Pol beta inh; G = BAZ2B block; H = POLK inh; I = POLH inh
> COc1cc(C(c2c(C)[nH][nH]c2=O)c2c(C)[nH][nH]c2=O)ccc1OC(=O)c1cccc(C)c1
  A: . | B: ? | C: ? | D: ? | E: -10.0% | F: 7.0% | G: ? | H: -8.7% | I: -5.2%

> CC(C)=CCOc1c2ccoc2cc2oc(=O)ccc12
  A: 0.7% | B: -7.5% | C: 41.1%[activator] | D: 91.5%[activator] | E: 2.0% | F: -10.1% | G: 44.2%[activator] | H: -6.8% | I: -20.2%

> Cc1cccc2c1NC(=O)C2(c1ccc(O)cc1)c1ccc(O)cc1
  A: -1.9% | B: -19.4% | C: 7.6% | D: 13.0%[0.501 µM] | E: -7.2% | F: 13.8% | G: -10.2% | H: -19.7% | I: -10.0%

> CCC(NC(C)C)C(O)c1ccc(O)c2[nH]c(=O)ccc12 (stereo not given)
  A: ? | B: ? | C: ? | D: ? | E: -3.7% | F: 27.4% | G: -4.9% | H: 1.8% | I: -0.7%

> COc1ccc(-n2nc3c(N4CCCC(C(=O)NCc5ccccc5C)C4)nnc(C)c3c2C)cc1 (stereo not given)
  A: -0.5% | B: -25.5% | C: ? | D: ? | E: 2.4% | F: ? | G: 50.1µM* | H: -12.6% | I: -4.6%

> N#Cc1ccc(C(c2ccc(C#N)cc2)n2cncn2)cc1
  A: -4.2% | B: . | C: . | D: 13.5%[59 µM] | E: -2.4% | F: 50.8% | G: -1.5% | H: -3.9%[12 µM] | I: .

> N[C@@H](Cc1c[nH]c2ccc(O)cc12)C(=O)O
  A: 17.0%&-4.2%&0.8%&-1.3% | B: ? | C: 35.9%[activator] | D: 8.44µM*! | E: -4.5% | F: 4.2%[57.1 µM] | G: ? | H: -6.4%[60.1 µM] | I: -8.0%

> Cc1cncn1CCc1nc2c3ccccc3nc(SCC(=O)Nc3cccc(Cl)c3)n2n1
  A: 2.4% | B: ? | C: 16.9%&7.8% | D: 14.1µM* | E: 23.3%&34.4% | F: -8.4%&0.9% | G: 11.2µM*! | H: 5.4%[60.1 µM] | I: -12.3%&-18.6%

> Oc1ccc(/C=C\c2cc(O)cc(O)c2)cc1
  A: ? | B: . | C: . | D: -41.5%[5.15 µM] | E: -16.4% | F: . | G: . | H: ? | I: .

> CN1CCCN=C1COC(=O)C(O)(c1ccccc1)C1CCCCC1 (stereo not given)
  A: -9.9%&-0.8% | B: -6.5% | C: 18.8% | D: -21.9%[59 µM] | E: 0.4%&-12.4% | F: 7.4% | G: -8.4% | H: 1.6% | I: -0.5%

> CCOC(=O)[C@H](CCc1ccccc1)N[C@@H](C)C(=O)N1Cc2ccccc2C[C@H]1C(=O)O
  A: 0.4% | B: -33.1% | C: -3.5% | D: . | E: . | F: . | G: . | H: 3.5% | I: -20.1%

> C/C=C/C(=O)N(CC)c1ccccc1C
  A: 8.1% | B: -14.4% | C: 15.7% | D: -41.6%[2.33 µM] | E: 2.2%&-15.8% | F: -14.0% | G: 1.1% | H: -9.7% | I: -11.5%

> COc1ccc(-c2cc(=O)c3c(O)cc(O[C@@H]4O[C@H](CO[C@@H]5O[C@@H](C)[C@H](O)[C@@H](O)[C@H]5O)[C@@H](O)[C@H](O)[C@H]4O)cc3o2)cc1O
  A: ? | B: 20µM* | C: ? | D: 3.4%[12.7 µM] | E: -4.3% | F: 25.1µM* | G: -3.8% | H: -17.6% | I: 79.4µM*

> CC[C@H](NC(C)C)[C@H](O)c1ccc(O)c2[nH]c(=O)ccc12
  A: -0.7%&-2.6% | B: . | C: . | D: 16.9%[59 µM] | E: 1.6%&0.7% | F: . | G: . | H: -6.6%[60.1 µM] | I: .

> CN(C)CCC[C@]1(c2ccc(F)cc2)OCc2cc(C#N)ccc21
  A: 38.0% | B: -2.8% | C: 86.4%[activator] | D: -2.6%[12.7 µM] | E: 0.7% | F: 21.9% | G: -18.0% | H: -3.0% | I: 0.6%

> O=C(O)CCC(=O)c1ccc(-c2ccccc2)cc1
  A: 2.4% | B: -16.5% | C: -14.1% | D: 23.9%[59 µM] | E: -13.6% | F: -14.6% | G: -7.4% | H: -20.5% | I: -10.9%

> CCCCNc1ccc(C(=O)OCCN(C)C)cc1
  A: 7.0% | B: -5.8% | C: 8.1% | D: 60.3%[activator][59 µM] | E: -10.7% | F: 18.9%[57.1 µM] | G: ? | H: 3.9%[60.1 µM] | I: -10.5%

> COCCn1c(SCC(=O)Nc2ccc(F)c(Cl)c2)nc2c(oc3ccccc32)c1=O
  A: . | B: -23.3% | C: 5.8% | D: -8.8%[59 µM] | E: -14.7% | F: 0.7% | G: -2.6% | H: 8.4% | I: -7.5%

> Cc1c(C(=O)O)c(O)cc2c1C(=O)c1c(O)c([C@@H]3O[C@H](CO)[C@@H](O)[C@H](O)[C@H]3O)c(O)c(O)c1C2=O
  A: 14.1µM*! | B: 25.1µM* | C: ? | D: . | E: . | F: . | G: . | H: 50.1µM* | I: ?

> Nc1nc(O)c(N=Nc2ccc(S(N)(=O)=O)cc2)c(=O)[nH]1
  A: 13.8% | B: -2.8% | C: 150.9%[activator] | D: ? | E: -5.1% | F: -0.2% | G: 3.4% | H: -5.8% | I: -17.6%

> COc1ccc(C2CNC(=O)C2)cc1OC1CCCC1 (stereo not given)
  A: ? | B: -2.9% | C: ? | D: 5.7%[59 µM] | E: -6.1%&1.0%&1.1%&-7.2%&-5.7% | F: -25.8% | G: -3.7%&-13.6%&-8.3% | H: 1.9%[60.1 µM] | I: -12.9%

> CCN(CC)CCOC(=O)c1ccc(N)cc1
  A: -1.5% | B: -23.0% | C: 5.8%[58.9 µM] | D: 6.4%[12.7 µM] | E: 1.3% | F: 23.4%[57.1 µM] | G: -10.1% | H: -18.1%[60.1 µM] | I: -5.3%[57.1 µM]

> C=CC[n+]1ccc(/C=C2\C=Cc3cc(C)ccc3N2CC)c2ccccc21
  A: 6.2% | B: 20µM* | C: ? | D: 14.1µM* | E: ? | F: ? | G: 14.1µM* | H: 50.1µM* | I: -14.7%

> COc1ccccc1N1CCN(CCCN=C2CC(=O)N(C)C(=O)N2C)CC1
  A: 5.4% | B: -7.9% | C: 5.2% | D: . | E: . | F: . | G: . | H: 3.4% | I: -19.6%

> CC1=C(C(=O)O)N2C(=O)C(NC(=O)C(N)c3ccc(O)cc3)C2SC1 (stereo not given)
  A: 2.5% | B: . | C: . | D: -29.3%[2.33 µM] | E: -3.0% | F: . | G: . | H: 0.9%[60.1 µM] | I: .

> NC(=O)C1(N2CCCCC2)CCN(CCCC(=O)c2ccc(F)cc2)CC1
  A: ? | B: . | C: . | D: -48.0%[12.7 µM] | E: 2.3%&-2.2% | F: . | G: . | H: 4.1%[19.4 µM] | I: .

A draw from above in order of number of heavy atoms, lowest first:
Keys – A = APEX1 inh; B = JMJD2A Tudor; C = Pol iota inh; D = G9a inh; E = BLM inh; F = Pol beta inh; G = BAZ2B block; H = POLK inh; I = POLH inh
> CCN(CC)CCOC(=O)c1ccc(N)cc1
  A: -1.5% | B: -23.0% | C: 5.8%[58.9 µM] | D: 6.4%[12.7 µM] | E: 1.3% | F: 23.4%[57.1 µM] | G: -10.1% | H: -18.1%[60.1 µM] | I: -5.3%[57.1 µM]

> CCCCNc1ccc(C(=O)OCCN(C)C)cc1
  A: 7.0% | B: -5.8% | C: 8.1% | D: 60.3%[activator][59 µM] | E: -10.7% | F: 18.9%[57.1 µM] | G: ? | H: 3.9%[60.1 µM] | I: -10.5%

> COc1ccc(C2CNC(=O)C2)cc1OC1CCCC1 (stereo not given)
  A: ? | B: -2.9% | C: ? | D: 5.7%[59 µM] | E: -6.1%&1.0%&1.1%&-7.2%&-5.7% | F: -25.8% | G: -3.7%&-13.6%&-8.3% | H: 1.9%[60.1 µM] | I: -12.9%

> CC[C@H](NC(C)C)[C@H](O)c1ccc(O)c2[nH]c(=O)ccc12
  A: -0.7%&-2.6% | B: . | C: . | D: 16.9%[59 µM] | E: 1.6%&0.7% | F: . | G: . | H: -6.6%[60.1 µM] | I: .

> CN(C)CCC[C@]1(c2ccc(F)cc2)OCc2cc(C#N)ccc21
  A: 38.0% | B: -2.8% | C: 86.4%[activator] | D: -2.6%[12.7 µM] | E: 0.7% | F: 21.9% | G: -18.0% | H: -3.0% | I: 0.6%

> CC1=C(C(=O)O)N2C(=O)C(NC(=O)C(N)c3ccc(O)cc3)C2SC1 (stereo not given)
  A: 2.5% | B: . | C: . | D: -29.3%[2.33 µM] | E: -3.0% | F: . | G: . | H: 0.9%[60.1 µM] | I: .

> NC(=O)C1(N2CCCCC2)CCN(CCCC(=O)c2ccc(F)cc2)CC1
  A: ? | B: . | C: . | D: -48.0%[12.7 µM] | E: 2.3%&-2.2% | F: . | G: . | H: 4.1%[19.4 µM] | I: .

> COc1ccccc1N1CCN(CCCN=C2CC(=O)N(C)C(=O)N2C)CC1
  A: 5.4% | B: -7.9% | C: 5.2% | D: . | E: . | F: . | G: . | H: 3.4% | I: -19.6%

> COCCn1c(SCC(=O)Nc2ccc(F)c(Cl)c2)nc2c(oc3ccccc32)c1=O
  A: . | B: -23.3% | C: 5.8% | D: -8.8%[59 µM] | E: -14.7% | F: 0.7% | G: -2.6% | H: 8.4% | I: -7.5%

> Cc1c(C(=O)O)c(O)cc2c1C(=O)c1c(O)c([C@@H]3O[C@H](CO)[C@@H](O)[C@H](O)[C@H]3O)c(O)c(O)c1C2=O
  A: 14.1µM*! | B: 25.1µM* | C: ? | D: . | E: . | F: . | G: . | H: 50.1µM* | I: ?
